# From PubChem
# D2 potentiator – D2 dopamine receptor (human) potentiation. potentiation, % at 10 µM. HEK293 T-REx D2, calcium flux, EC20 dopamine potentiation. 340,000 compounds, 0.34% hits;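 active = potentiation over 3 SD above the plate norm, cut at about 30% in these data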; also: 0% is about no effect
#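 Potentiation of an EC20 dopamine calcium response is measured in a force-coupled, tetracycline-inducible Hek293 Trex D2 line. Compound-only kinetic reads over 180 s flag agonists before dopamine addition.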
# RXFP1 agonist – agonists of human relaxin receptor RXFP1. Q9HBX9. AID 2676. HEK293T-RXFP1 cAMP TR-FRET, 30 min; response scale: percent of porcine relaxin response, buffer zero. 370,000 compounds, 0.3% hits. Potency, µM (titrated, usually from 57.5 µM), for inactives: at the top dose activation, hits mostly activators; also: potency is read from the fitted curve at half-maximal effect; % is scaled to controls: 0 for no effect and ±100 for the full control effect; nearly all actives have a fitted effect of over 60% in size; many of its hits are not listed in these tables
#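 HEK293T cells stably expressing RXFP1 were pretreated with the PDE4 inhibitor Ro 20174, exposed to compounds for 30 min at 37C, lysed, and cAMP was read by TR-FRET. Data normalized to buffer (basal) and 29 nM porcine relaxin (100%).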
# Vif-APOBEC3F blk – Vif-A3F binding inhibition; HeLa A3F-eYFP + Vif (tagged APOBEC3F with the HIV-1 protein that degrades it), YFP fluorescence increase; Potency, µM (titrated, usually from 46.1 µM), for inactives: top-dose activity, negative = active; 390,000 compounds, 0.2% hits; also: potency is read from the fitted curve at half-maximal effect; % of control where 0% means no effect; nearly all actives have a fitted effect of over 65% in size
#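 Fluorescence increase (Ex 488/Em 500-530) after overnight compound treatment at 37 deg C flags inhibition of Vif-driven A3F-eYFP loss in stable HeLa A3F-eYFP/Vif cells seeded overnight beforehand.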
# RXFP1 antag – antagonists of human relaxin receptor RXFP1; Q9HBX9; HEK293-RXFP1, relaxin-stimulated cAMP HTRF, 30 min; stronger effect = lower value; activity change, negative = inhibition, % at 57.5 µM; 350,000 compounds, 0.59% hits;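 active = activity change of -60% or lower, but not beyond a set lower limit; inconclusive = change between -60% and -40%, or beyond the set limit; inactive = change above -40%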; also: % is scaled to controls: 0 for no effect and ±100 for the full control effect
# Vif-APOBEC3G blk – Vif-A3G binding inhibition | Q9HC16 | HeLa A3G-eYFP + Vif (tagged APOBEC3G with the HIV-1 protein that degrades it), YFP fluorescence, overnight | Potency, µM (highest dose often 46.1 µM), without a hit: at the top dose activity, negative = active, actives largely listed as inhibitors | 410,000 compounds, 0.076% hits;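 also: potency is read from the fitted curve at half-maximal effect; % is scaled to controls: 0 for no effect and ±100 for the full control effect; nearly all actives have a fitted effect of over 60% in size; hits raise eYFP signal because A3G escapes Vif-driven loss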
# Target sequence (Q9HC16 whole entry, looked up): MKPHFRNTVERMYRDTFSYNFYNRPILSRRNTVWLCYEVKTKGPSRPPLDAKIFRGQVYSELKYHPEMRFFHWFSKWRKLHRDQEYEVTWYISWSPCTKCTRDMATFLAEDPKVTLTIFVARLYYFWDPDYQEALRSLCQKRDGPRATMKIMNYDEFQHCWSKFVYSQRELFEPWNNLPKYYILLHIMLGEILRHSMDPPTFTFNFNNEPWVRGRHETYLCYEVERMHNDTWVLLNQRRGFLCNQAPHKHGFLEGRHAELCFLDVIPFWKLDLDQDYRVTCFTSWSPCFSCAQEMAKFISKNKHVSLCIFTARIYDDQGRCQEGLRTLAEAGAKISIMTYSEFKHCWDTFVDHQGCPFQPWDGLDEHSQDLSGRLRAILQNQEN
#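 HeLa cells stably expressing Vif and C-terminally eYFP-tagged A3G, seeded overnight at 37 deg C, then exposed to compound by pintool overnight at 37 deg C. Rise in yellow fluorescence (Ex 488/Em 500-530, Acumen) marks blocked Vif-driven A3G degradation.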
# GRP78 ERSR act – inducers of ER stress response in human glioma cells. U87-MG GRP78 promoter luciferase reporter, 16 h. Potency, µM, for inactives: top-dose activation, usual class: activators. 420,000 compounds, 0.02% hits. AID 602332; also: potency is read from the fitted curve at half-maximal effect; series mostly up to about 76 µM; % of control where 0% means no effect; nearly all actives have a fitted effect of over 35% in size
#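 Stably transfected U87-MG human glioma cells carrying a GRP78-based luminescent sensor were seeded at 1000 cells/well, pin-dosed with compounds and incubated 16 h. Luciferase reagent was then added, and end-point luminescence was read after 10 min at room temperature.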
# D1 antagonist – blocks dopamine activation of the human D1 receptor | P21728 | HEK293 TREx D1 cells, calcium flux, dopamine EC80; stronger effect = lower value | activity change, negative = inhibition, % at 10 µM | 360,000 compounds, 3.2% hits | AID 504652; in the data active = activity change below about -30%; also: % is scaled to controls: 0 for no effect and ±100 for the full control effect
# Target sequence (P21728 whole entry, looked up): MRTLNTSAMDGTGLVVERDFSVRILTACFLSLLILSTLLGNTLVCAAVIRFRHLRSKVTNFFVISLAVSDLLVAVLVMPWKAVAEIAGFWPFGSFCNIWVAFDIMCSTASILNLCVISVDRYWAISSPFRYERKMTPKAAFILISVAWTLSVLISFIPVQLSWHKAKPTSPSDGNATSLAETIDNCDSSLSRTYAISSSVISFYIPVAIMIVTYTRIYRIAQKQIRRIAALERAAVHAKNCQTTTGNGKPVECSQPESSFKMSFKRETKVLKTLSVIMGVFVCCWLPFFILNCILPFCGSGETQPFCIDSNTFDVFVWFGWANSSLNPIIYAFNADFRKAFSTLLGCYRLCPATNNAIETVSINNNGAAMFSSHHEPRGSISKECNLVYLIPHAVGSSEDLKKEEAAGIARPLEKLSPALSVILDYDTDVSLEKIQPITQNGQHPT
#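 Calcium flux readout: force-coupled, inducible Hek293 Trex D1 line, cells induced overnight at 30 C with tetracycline, dye-loaded 30–90 min at RT. Antagonism scored against EC80 dopamine challenge given 180 s after compound.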
# D1 agonist – human D1 receptor agonism; activation, % at 2 µM; P21728; HEK293 T-REx D1 cells, calcium flux, agonist mode; AID 504660; 360,000 compounds, 1% hits; in the data active = activation above about 30%; also: 0% is about no effect
#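 Inducible HEK293 T-REx D1 cells, force-coupled to calcium signalling, were plated at 4000 cells/well with tetracycline and held overnight at 30 C. After no-wash calcium dye loading, compound-evoked calcium rise over 180 s flagged agonists.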
# D1 potentiator – human D1 dopamine receptor positive modulation; P21728; HEK293 TREx D1 cells, calcium flux, dopamine EC20 potentiation; potentiation, % at 10 µM; 360,000 compounds, 0.036% hits; in the data active = potentiation above about 30%; also: 0% is about no effect
# Active calls of the source: *; ? = inconclusive; · = no result given; & = joins results of further samples. Unless noted, calls follow the shape of the dose curve; as a rule, active = well fitted curve in the direction sought with a large enough effect; inconclusive = small, poorly fitted or top-dose-only effect, or another doubt; inactive = no such curve, though single readings can be large; an effect the other way counts as inactive or inconclusive. These rows are one share of the data; count on the stated rates, not on these rows.
SMILES,D2 potentiator,RXFP1 agonist,Vif-APOBEC3F blk,RXFP1 antag,Vif-APOBEC3G blk,GRP78 ERSR act,D1 antagonist,D1 agonist,D1 potentiator
CC(Cn1cncn1)C(=O)N1CCN(S(=O)(=O)c2ccccc2)CC1 (centres undefined),-12,0.3%,-4%,-1,-2%,-1%,-8,4,-1
O=C(O)C(Cc1ccc(O)cc1)N1C(=O)c2c(Cl)c(Cl)c(Cl)c(Cl)c2C1=O (centres undefined),·,·,-12%,-62*,-3%,-6%,·,·,·
COc1ccccc1N1CCN(C(=O)c2cnn(-c3ccc(F)cc3F)c2C2CCNCC2)CC1,-4,0.4%,6%,·,0%,-2%,-5,1,-7
CC1=C(C(=O)Nc2ccccc2)C(c2coc3ccccc3c2=O)C2=C(CCCC2=O)N1 (centres undefined),15,-2.2%,-24%,-10,1%,-10%,-10,1,-5
Cc1ccccc1OCC(O)CN (centres undefined),·,-0.7%,-7%,9,0%,-6%,4,4,-4
COc1cc2c(cc1OC)CN(C(=O)Nc1ccccc1)CC2,0&-1,1.1%&-1.4%,5%,-4&-9,-10%,3%,-10&-15,2&-1,-3&-1
CCOc1cc(N2CCOCC2)c(OCC)cc1NC(=O)COC(=O)c1cc(C)oc1C,-8,5.2%,-7%,-10,-4%,1%,8,5,-5
NC(=O)CC(NC(=O)Cc1cccc2ccccc12)c1ccc(N2CCCCCC2)c([N+](=O)[O-])c1 (centres undefined),-2,2.1%,-6%,·,6%,-5%,13,0,7
O=C(O)c1ccc2c(c1)C1C=CCC1C(c1cc3c(cc1Br)OCO3)N2 (centres undefined),1,1.1%,-3%,-14,?,-7%,1,0,0
C/C(=N\NC(=O)C(=O)Nc1cccc(C(F)(F)F)c1)c1ccc(Cl)s1,-1,0.2%,-3%,-5,-2%,-1%,-39*,7,-3
COc1ccc(OCC(O)CNC(=O)c2ccc(OC)cc2)cc1 (centres undefined),-5,1.7%,2%,-4,5%,-4%,·,-1,-5
COc1ccc(CNC(C)C(=O)Nc2ccc3ccccc3c2)cc1OC (centres undefined),8,1.3%,0%,-11,1%,0%,2,0,0
CN1C(=O)C(CC(=O)N2CCN(C(c3ccccc3)c3ccccc3)CC2)N(C)C1=O (centres undefined),·,-0.1%,4%,-1,-9%,3%,-7,0,-1
COCCSc1ccccc1C(=O)Nc1nccs1,5,-0.3%,-7%,5,1%,-3%,-5,2,1
Cc1ccc(C(=O)Nc2ccccc2N2CCCC2)cc1,0,0.1%,0%,-11,0%,-2%,6,2,13
CCOCCc1nnc(NC(=O)C2CC(=O)N(c3ccc(OCC)cc3)C2)s1 (centres undefined),9,-0.8%,-7%,-14,0%,-4%,-6,0,-1
COc1ccc(Cl)cc1NC(=O)CN(c1cc(C)cc(C)c1)S(=O)(=O)c1c(C)n[nH]c1C,22,3.9%,-11%,·,-9%,-8%,0,4,-2
Cc1ccsc1C(=O)N1CCCC(CO)(Cc2ccccc2)C1 (centres undefined),-4,0.1%,-7%,-5,4%,?,-19,5,2
O=C(O/N=C1\CCCc2ccccc21)C1CC1,2,-1.0%,-6%,-9,2%,-4%,3,0,-3
COc1ccccc1C(=O)Nc1nnc(SCC(=O)NC2CCCC2)s1,16,4.5%,1%,1,2%,-5%,-5,4,-5
COCCCNC(=O)Cn1cnc2sc(C)c(S(=O)(=O)N3CCN(c4ncccn4)CC3)c2c1=O,12,11%,5%,4,-5%,-2%,19,0,-7
CCCOc1ccccc1C1CC(=O)Nc2cc3c(cc21)OCO3 (centres undefined),·,3.3%,3%,-14,?,-6%,17,24,0
CCOC(=O)C1CCN(C(=O)C2(NC(=O)Nc3cccc(F)c3)CCCCC2)CC1,0,-3.1%,9%,-15,-3%,-6%,10,5,-4
CN(Cc1ccc2nonc2c1)Cc1nc(Cc2cccc(F)c2)no1,13,-0.3%,-6%,5,-6%,-4%,-3,9,3
CNC(=O)c1ccc(=O)n(Cc2cccc(C(F)(F)F)c2)c1,6,1.8%,-3%,6,0%,-3%,-5,3,-3
COC(=O)[C@@H]1C[C@@]2(O)[C@H](O)[C@H](O)[C@H](O)C[C@H]2N1Cc1cc(F)ccc1F,-6,0.0%,-3%,·,0%,-4%,-2,1,3
Cc1cc(C)c(NC(=O)CCn2nnc3ccccc32)c(C)c1,14,-1.4%,-1%,15,-9%,-5%,4,2,-2
O=C(c1ccc(Cl)c(S(=O)(=O)N2CCCCC2)c1)N1CCCCCC1,-1,-0.3%,-10%,-7,0%,-4%,-7,0,-9
COc1ccccc1CNCC(O)(c1ccc(F)cc1)c1ccc(F)cc1,-25,-0.9%,-13%,-13,0%,-4%,-52*,2,-10
CCNC(=S)N(Cc1cccs1)Cc1cc2cc(OCC)ccc2[nH]c1=O,6,-1.4%,4%,-9,-1%,-5%,0,8,-6
CCn1c(CC(=O)Nc2ccc(C)c(Cl)c2)nnc1SCC(=O)Nc1nc(C)cs1,-9,1.3%,-7%,-2,0%,-3%,-25,-1,-9
O=C1CC(c2cccs2)c2cc3c(cc2N1)OCO3 (centres undefined),·,0.3%,-7%,-6,1%,-4%,·,·,·
O=C1CSc2ccc(S(=O)(=O)NCc3ccccc3)cc2N1,-3,-2.1%,-1%,14,0%,-11%,-45*,1,-4
COc1ccc(C(=O)NCCSCc2ccccc2Cl)cc1OC,-2,0.9%,7%,-10,-5%,1%,-12,4,-1
O=C1N/C(=C\c2nc3ccccc3s2)c2ccccc21,-8,5.1%,·,·,·,·,4,0,-2
COc1ccc(NC(=O)Nc2nnc(Cc3ccccc3)s2)cc1,7,1.2%,-5%,-2,5%,-5%,8,9,-12
COCOCCn1cc(CN2CCS(=O)(=O)N(Cc3ccc(-c4ccc(F)cc4)cc3)C(CC(C)C)C2=O)nn1 (centres undefined),·,·,-8%,9,-16%,-9%,·,·,·
N/C(=N\OC(=O)CCCc1ccccc1)c1cccc([N+](=O)[O-])c1,12,2.1%,-4%,0,-3%,-1%,4,3,-7
Cc1ccc(C2NC(=O)NC(O)(C(F)(F)F)C2C(=O)c2cccs2)o1 (centres undefined),9,-0.2%,-10%,22,2%,-2%,6,1,5
CNC(=O)c1ccc(-c2ccc(F)cc2)s1,14,1.5%,-20%,1,-13%,2%,-8,0,-7
CCOc1ccc(S(=O)(=O)n2nc(C)c(S(=O)(=O)N3CCOCC3)c2C)cc1,-10,3.4%,-17%,7,3%,2%,-6,3,-5
CCOC(=O)CCCCCC(=O)Nc1ccc2c(c1)C(=O)N([C@@H](C)CO)C[C@@H](C)[C@H](CN(C)C(=O)Nc1ccccc1)OCCCC[C@H](C)O2,·,·,5%,13,-6%,4%,·,·,·
Cc1ccc(NC(=S)N/N=C/c2c(C)nn(-c3ccccc3)c2N2CCCC2)cc1,1,0.0%,-14%,-8,-5%,-3%,-6,4,9
COc1cccc(C(=O)Nc2nnc(-c3cccs3)o2)c1,-10,0.2%,0%,·,2%,-6%,10,2,1
COCCNC(=O)CCCn1c(SCC(=O)NCc2ccc(C)cc2)nc2c(sc3ccccc32)c1=O,-5,0.1%,1%,10,0%,-2%,-6,2,4
COc1ccccc1NS(=O)(=O)c1ccc(-c2cnc(C3CC3)o2)cc1,9,0.8%,-1%,6,-21%,-6%,-25,10,-2
Cc1cccc2c1CC(C)(C)N/C2=C\C(N)=O,-1,2.9%,3%,-17,-3%,-6%,6,-1,1
O=C(Cn1c(=O)oc2cc(S(=O)(=O)N3CCCC3)ccc21)NC1CCCCC1,-2,0.0%,1%,·,0%,-3%,4,1,-2
Cn1nc(C(F)(F)F)c(-c2ccccc2)c1NC(=O)c1ccco1,1,0.1%,3%,-7,1%,0%,4,4,-1
O=C(Nc1cccc(F)c1)c1cccnc1N1CCOCC1,8,0.5%,-3%,6,0%,-1%,-9,3,-3
CC(C)c1nc(SCC(=O)NC2CCCCC2)c2ccccc2n1,-4,?,-14%,3,-11%,-5%,-5,-3,-1
CN(Cc1ccccc1)C(=O)C1CCC(CNS(=O)(=O)c2ccc3c(c2)CCCC(=O)N3)CC1 (centres undefined),7,0.5%,8%,·,6%,3%,-22,6,0
O=C(c1cccc(F)c1)N1CCN(c2cccc(Cl)c2)CC1,18,2.5%,-29%,-8,?,-2%,0,-1,-3
CCc1nnc(NC(=O)CSc2nnc(CNc3ccc(C)cc3)n2C)s1,-17,-4.1%,-1%,3,0%,1%,7,0,-3
Cc1c(C=O)c2ccccc2n1CC(=O)NCc1ccc2c(c1)OCO2,-8,0.4%,-7%,-34,-7%,-5%,-1,4,-3
N#CCC(=O)N/N=C/c1cn(Cc2ccc(Cl)c(Cl)c2)c2ccccc12,1,-2.7%,1%,-34,-11%,-4%,9,3,-1
COc1cccc(CNC(=O)C(NS(=O)(=O)c2ccc3c(c2)CCN3C(C)=O)C(C)C)c1 (centres undefined),10,-1.6%&0.1%,-9%&2%,6&-2,1%&-3%,0%&-1%,-6&12,1&-1,3&1
O=[N+]([O-])c1ccccc1N/N=C\c1ccccc1F,1,-1.2%,?,-6,-4%,?,7,1,0
COc1ccc(CCNC(=O)C/C(C)=N/NC(=O)c2ccc(N)cc2)cc1OC,6,1.4%,-12%,-8,1%,-1%,-17,1,-1
O=C(CNc1ccccc1OC(F)F)N1CCc2ccccc21,1,-2.0%,0%,-14,0%,11%,20,0,-3

# One compound at a time, as listed above. Values in the order: D2 potentiator | RXFP1 agonist | Vif-APOBEC3F blk | RXFP1 antag | Vif-APOBEC3G blk | GRP78 ERSR act | D1 antagonist | D1 agonist | D1 potentiator
# O=C(Cn1c(=O)oc2cc(S(=O)(=O)N3CCCC3)ccc21)NC1CCCCC1 is listed as -2 | 0.0% | 1% | · | 0% | -3% | 4 | 1 | -2
# CCOC(=O)CCCCCC(=O)Nc1ccc2c(c1)C(=O)N([C@@H](C)CO)C[C@@H](C)[C@H](CN(C)C(=O)Nc1ccccc1)OCCCC[C@H](C)O2 is listed as · | · | 5% | 13 | -6% | 4% | · | · | ·
# COc1ccccc1NS(=O)(=O)c1ccc(-c2cnc(C3CC3)o2)cc1 is listed as 9 | 0.8% | -1% | 6 | -21% | -6% | -25 | 10 | -2
